D2 antag – antagonists of human D2 dopamine receptor | inhibition, % at 10 µM | HEK293 TREx D2 cells, calcium flux, dopamine EC80 | 2% of 340,000 active; in the data active means inhibition above about 30%; further: 0% is about no effect
Target sequence (P14416 whole entry, looked up): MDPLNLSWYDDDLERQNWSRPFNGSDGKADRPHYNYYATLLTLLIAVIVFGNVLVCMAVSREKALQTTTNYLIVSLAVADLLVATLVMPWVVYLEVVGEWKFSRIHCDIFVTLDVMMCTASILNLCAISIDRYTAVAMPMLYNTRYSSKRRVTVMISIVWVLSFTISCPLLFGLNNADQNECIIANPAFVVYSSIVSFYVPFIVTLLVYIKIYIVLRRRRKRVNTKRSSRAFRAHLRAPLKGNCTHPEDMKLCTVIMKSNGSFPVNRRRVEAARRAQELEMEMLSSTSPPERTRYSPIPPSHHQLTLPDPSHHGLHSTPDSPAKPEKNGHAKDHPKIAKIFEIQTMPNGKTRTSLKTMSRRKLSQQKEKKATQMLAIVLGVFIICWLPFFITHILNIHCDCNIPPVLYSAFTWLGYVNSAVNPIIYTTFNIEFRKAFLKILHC
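Read-out: kinetic calcium fluorescence (1 cycle/s) in inducible HEK293 T-REx D2 cells after an EC80 dopamine addition that followed 180 s compound preincubation. Loss of the dopamine response indicates antagonism.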
rTrxR1 inhibitor – inhibitors of rat thioredoxin reductase 1. AID 588453. Potency, µM (series often up to 114 µM), for the others: at the highest dose activity change, negative = inhibition, actives largely listed as inhibitors. recombinant rTrxR1, NADPH fluorescence consumption, selenite substrate. O89049. 1% of 390,000 active; further: potency means the concentration at half of the fitted maximal effect; on the % scale 0 is the no-effect control and ±100 the full control effect; nearly all actives have a fitted effect of over 65% in size
Target sequence (O89049 whole entry, looked up): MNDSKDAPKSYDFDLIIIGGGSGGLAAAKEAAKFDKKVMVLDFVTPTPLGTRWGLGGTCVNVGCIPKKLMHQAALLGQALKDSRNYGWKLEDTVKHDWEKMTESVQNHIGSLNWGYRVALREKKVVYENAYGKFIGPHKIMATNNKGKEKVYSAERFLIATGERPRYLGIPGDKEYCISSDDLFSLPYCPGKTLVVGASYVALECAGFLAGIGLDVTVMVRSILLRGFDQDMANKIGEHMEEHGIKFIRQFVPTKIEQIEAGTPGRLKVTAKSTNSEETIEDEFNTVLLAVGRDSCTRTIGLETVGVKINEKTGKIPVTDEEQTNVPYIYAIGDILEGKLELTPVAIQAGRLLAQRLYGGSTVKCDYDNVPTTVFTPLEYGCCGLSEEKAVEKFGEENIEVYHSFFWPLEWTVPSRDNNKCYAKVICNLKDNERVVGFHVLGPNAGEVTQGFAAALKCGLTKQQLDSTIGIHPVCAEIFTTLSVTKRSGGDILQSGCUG
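Rat TrxR1 (90 nM in the dispensed reagent) was pre-reduced with 400 uM NADPH for 5 min at room temperature, then incubated with compound for 15 min. After 400 uM selenite was added, NADPH fluorescence (Ex 340/Em 450 nm) was followed for 8 min.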
Pin1 inh – blocks the human prolyl isomerase Pin1; Potency, µM (series often up to 115 µM), without a hit: at the highest dose activity, negative = inhibition, actives largely listed as inhibitors; Pin1 FP peptide displacement, HiFluor488, 10 min; Q13526; 0.009% of 390,000 active; active means well fitted inhibition curve with a large enough effect in the polarisation, with a control signal flat, not every such curve was filed as active; inconclusive means small, poorly fitted or top-dose-only effect, or effect the other way, or a change in a side signal; inactive means no such curve, though single readings can be large or run the other way; the % refers to the polarisation; further: potency means the concentration at half of the fitted maximal effect; on the % scale 0 is the no-effect control and ±100 the full control effect
D2 agonist – activates the human D2 dopamine receptor; P14416; HEK293 T-REx D2 cells, calcium flux agonist mode; activation, % at 2 µM; 0.53% of 340,000 active; AID 485358;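 active means activation over 3 SD above normal in the single-dose calcium agonist read, cut at about 30% in these data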; further: 0% is about no effect
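In this primary screen, compounds producing a positive calcium signal within 180 s of addition to tetracycline-induced, force-coupled HEK293 Trex D2 cells are flagged; cells are dye-loaded with a no-wash calcium kit beforehand.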
TRHR enhancer – allosteric enhancers of human TRH receptor | enhancement, % at 2 µM | TRHR cells, fluo-8 calcium fluorescence, EC20 TRH enhancement | 0.66% of 360,000 active; in the data active means enhancement above about 30%; further: 0% is about no effect
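TRHR-expressing cells loaded with fluo-8 calcium dye were read kinetically (ex 480/em 530) during compound addition, then stimulated with an EC20 of TRH (10 nM final). Enhancement of the Gq-mediated intracellular calcium response was scored.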
TrxR1 substrate – rat thioredoxin reductase 1 substrate activity; purified TrxR1 substrate turnover, NADPH consumption readout; Potency, µM (series often up to 114 µM), inactives show at the top dose activity change, negative = substrate turnover; 0.01% of 390,000 active; AID 588456; further: potency means the concentration at half of the fitted maximal effect; on the % scale 0 is the no-effect control and ±100 the full control effect; nearly all actives have a fitted effect of over 50% in size
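Rat TrxR1, dispensed at 90 nM, was prereduced with 400 uM NADPH (final) for 5 min at ~22 deg C, then incubated with compound 15 min before 400 uM selenite. A first-read NADPH fluorescence drop versus no-compound background flagged substrates.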
USP1 inh – blocks the human USP1/UAF1 deubiquitinase complex; recombinant USP1/UAF1, Ub-Rhodamine cleavage fluorescence; AID 743255; 0.23% of 390,000 active; O94782; Potency, µM (doses to about 57.1 µM), for the others: at the top dose activity change, negative = inhibition, hits mostly inhibitors; further: potency means the concentration at half of the fitted maximal effect; on the % scale 0 is the no-effect control and ±100 the full control effect; nearly all actives have a fitted effect of over 60% in size; inactives centre near -12
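High-throughput fluorogenic screen: 1nM USP1/UAF1 complex, Ub-Rho substrate 150nM final, 50mM HEPES pH 7.8 with 0.5mM EDTA, 0.1 mg/ml BSA, 1mM TCEP and 0.01% Tween-20.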
TRHR agonist – agonists of human TRH receptor. P34981. TRHR cells, calcium flux fluo-8, FDSS agonist mode. activation, % at 2 µM. 0.18% of 360,000 active. AID 493084; in the data active means activation above about 30%; further: 0% is about no effect
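Read-out: compound-evoked intracellular calcium rise in TRHR cells, fluo-8 dye, kinetic FDSS fluorescence at 1 s/cycle following a 10-cycle baseline. Cells cultured overnight before dye loading (30 min–1.5 h, RT).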
mIDH1 inhibitor – human IDH1 R132H inhibition; O75874; IDH1-R132H enzyme, NADPH consumption, diaphorase/resazurin fluorescence; Potency, µM (series often up to 76.6 µM), for the others: at the highest dose activity change, negative = inhibition, actives largely listed as inhibitors; 0.093% of 390,000 active; AID 602179; further: potency means the concentration at half of the fitted maximal effect; on the % scale 0 is the no-effect control and ±100 the full control effect; nearly all actives have a fitted effect of over 65% in size
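IDH1-R132H (0.5 ug/mL dispensed) in pH 7.5 Tris buffer was preincubated 30 min with compound, then given a substrate mix of 0.016 mM NADPH and 2 mM alpha-KG for 80 min at room temperature; remaining NADPH was read by diaphorase/resazurin fluorescence.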
Starred values were filed as active, the others as inactive; [ ] = dose if it differs, or a comment. Unless noted, the call rests on the fitted dose curve; in most records, active means well fitted inhibition curve with a large enough effect; inconclusive means small, poorly fitted or top-dose-only effect; inactive means no such curve, though single readings can be large or run the other way. The list is partial; the hit share may differ from the screen's.

How did CCC(C)[C@H](NC(=O)OC(C)(C)C)C(=O)N/N=C/c1ccc2cc(OC)ccc2n1 (stereo partly specified) do in these assays?
D2 antag: -11; rTrxR1 inhibitor: -6%; Pin1 inh: 3%; D2 agonist: 0.8; TRHR enhancer: 3; TrxR1 substrate: 83%[activator]; USP1 inh: -18%; TRHR agonist: 0.1; mIDH1 inhibitor: 0%

What do the screens show for `CC/C(O)=C1\C(=O)CCCC1=NCCc1c(C)[nH]c2ccc(C)cc12`?
D2 antag: -6; rTrxR1 inhibitor: 1%; Pin1 inh: -14%; D2 agonist: 5.0; TRHR enhancer: -4; TrxR1 substrate: -1%; USP1 inh: -18%; TRHR agonist: 2.5; mIDH1 inhibitor: 8%

Results for COc1ccc(OC)c(C2N(c3cc(C)on3)C(=O)C3CCCN32)c1 (stereo unspecified) ?
D2 antag: 14; rTrxR1 inhibitor: 15%; Pin1 inh: -2%; D2 agonist: -1.2; TRHR enhancer: -3; TrxR1 substrate: 3%; USP1 inh: -7%; TRHR agonist: 0.4; mIDH1 inhibitor: 3%

How did Cc1ccc(NC(=O)NCc2c(-n3cccc3)sc3c2CCCC3)c(Cl)c1 do in these assays?
rTrxR1 inhibitor: 14%; Pin1 inh: 0%; D2 agonist: -1.3; TRHR enhancer: -2; TrxR1 substrate: -2%; USP1 inh: -6%; TRHR agonist: -1.0; mIDH1 inhibitor: 15%

How did Cc1cccnc1NC(=O)c1nn(C)c2c1CS(=O)(=O)c1ccccc1-2 do in these assays?
D2 antag: 21; rTrxR1 inhibitor: 33%[57.1 µM]; Pin1 inh: 0%; D2 agonist: 0.0; TRHR enhancer: -15; TrxR1 substrate: 12%[57.1 µM]; USP1 inh: -4%; TRHR agonist: 0.8; mIDH1 inhibitor: -1%

How did COc1cccc(C(=O)NCC(c2cccs2)N2CCc3ccccc32)c1 (stereo unspecified) do in these assays?
D2 antag: 20; rTrxR1 inhibitor: 3%; Pin1 inh: -1%; D2 agonist: 0.1; TRHR enhancer: 3; TrxR1 substrate: -6%; USP1 inh: -3%; TRHR agonist: 0.1; mIDH1 inhibitor: 0%

What do the screens show for `CC1(C)Cc2cccc(C(=O)Nc3ccncc3)c2O1`?
D2 antag: -3; rTrxR1 inhibitor: -9%[57.1 µM]; Pin1 inh: 0%; D2 agonist: 0.6; TRHR enhancer: 4; TrxR1 substrate: -7%[57.1 µM]; USP1 inh: -15%; TRHR agonist: 0.0; mIDH1 inhibitor: 16%

What do the screens show for `CC1CC(C)CN(CC(C)(C)NS(=O)(=O)c2ccc(Cl)cc2)C1` (stereo unspecified)?
D2 antag: 4; rTrxR1 inhibitor: 0%; Pin1 inh: -7%; D2 agonist: -0.2; TRHR enhancer: -7; TrxR1 substrate: -6%; USP1 inh: -15%; TRHR agonist: -0.3; mIDH1 inhibitor: 10%

Results for NS(=O)(=O)c1ccc(CCNC(=O)c2ccc[nH]c2=S)cc1 ?
D2 antag: 8; rTrxR1 inhibitor: 11%[57.1 µM]; Pin1 inh: -2%; D2 agonist: 0.0; TRHR enhancer: -5; TrxR1 substrate: 13%[57.1 µM]; USP1 inh: -5%; TRHR agonist: 0.2; mIDH1 inhibitor: 3%

Results for Cc1ccccc1N1CC(C(=O)Nc2nnc(SCc3cccnc3)s2)CC1=O (stereo unspecified) ?
D2 antag: -18; rTrxR1 inhibitor: -30%; Pin1 inh: 13%; D2 agonist: 0.7; TRHR enhancer: 2; TrxR1 substrate: -19%; USP1 inh: -7%; TRHR agonist: 0.4; mIDH1 inhibitor: -1%

How did COC(=O)[C@H]1C[C@@H](c2ccccc2)[C@H](C)C1(C)C do in these assays?
D2 antag: -1; rTrxR1 inhibitor: 12%[57.1 µM]; Pin1 inh: -5%; D2 agonist: -0.1; TRHR enhancer: -2; TrxR1 substrate: 8%[57.1 µM]; USP1 inh: inconclusive; TRHR agonist: -0.6; mIDH1 inhibitor: -1%

What do the screens show for `O=C(CN1CCCCCC1)Nc1ccc(S(=O)(=O)N2CCOCC2)cc1`?
D2 antag: -6; rTrxR1 inhibitor: 23%[57.1 µM]; Pin1 inh: -1%; D2 agonist: -0.2; TRHR enhancer: -1; TrxR1 substrate: 4%[57.1 µM]; USP1 inh: -20%; TRHR agonist: 0.8; mIDH1 inhibitor: 5%

How did O=C(Nc1nc(-c2ccccn2)cs1)C1CC(=O)N(c2ccc3c(c2)OCCO3)C1 (stereo unspecified) do in these assays?
D2 antag: -6; rTrxR1 inhibitor: -3%; Pin1 inh: inconclusive; D2 agonist: 0.2; TRHR enhancer: -5; TrxR1 substrate: -3%; USP1 inh: -10%; TRHR agonist: 0.3; mIDH1 inhibitor: 10%

How did Oc1ccc(Cl)cc1-c1cc(-c2ccccc2Cl)[nH]n1 do in these assays?
D2 antag: -3; rTrxR1 inhibitor: -5%; Pin1 inh: -9%; D2 agonist: 0.5; TRHR enhancer: 1; TrxR1 substrate: -10%; USP1 inh: -8%; TRHR agonist: 2.1; mIDH1 inhibitor: 3%

What do the screens show for `NC(=O)CC(NC(=O)Cc1ccc(Br)cc1)c1ccc(N2CCN(c3ccccc3)CC2)c([N+](=O)[O-])c1` (stereo unspecified)?
D2 antag: -7; rTrxR1 inhibitor: 0%; Pin1 inh: -2%; D2 agonist: 0.8; TRHR enhancer: -9; TrxR1 substrate: -4%; USP1 inh: -24%; TRHR agonist: -1.3; mIDH1 inhibitor: -10%

Results for CCOC(=O)/C(N=Nc1c(C)n(C)n(-c2ccccc2)c1=O)=C(\C)O ?
D2 antag: 5; rTrxR1 inhibitor: -8%; Pin1 inh: 7%; D2 agonist: -2.5; TRHR enhancer: -2; TrxR1 substrate: -9%; USP1 inh: -21%; TRHR agonist: -0.6; mIDH1 inhibitor: 8%

What do the screens show for `CCOC(=O)C1CCCN(S(=O)(=O)c2ccc(-c3cc(C)no3)s2)C1` (stereo unspecified)?
D2 antag: 8; rTrxR1 inhibitor: 3%; Pin1 inh: 0%; D2 agonist: 0.6; TRHR enhancer: -2; TrxR1 substrate: -10%; USP1 inh: -11%; TRHR agonist: -0.2; mIDH1 inhibitor: -5%

What do the screens show for `CCCOc1ccc(CC(=O)NNC(=S)Nc2ccccc2)cc1Br`?
D2 antag: 0; rTrxR1 inhibitor: -17%; Pin1 inh: -3%; D2 agonist: 0.1; TRHR enhancer: -2; TrxR1 substrate: -8%; USP1 inh: -18%; TRHR agonist: -0.2; mIDH1 inhibitor: -6%

Results for COc1ccc(Cl)cc1S(=O)(=O)Nc1cccc(-c2ccc(N3CCOCC3)nn2)c1 ?
rTrxR1 inhibitor: 2%[57.1 µM]; Pin1 inh: 1%; D2 agonist: 1.7; TRHR enhancer: 32*; TrxR1 substrate: -2%[57.1 µM]; USP1 inh: inconclusive; TRHR agonist: 0.2; mIDH1 inhibitor: 13%

How did COc1ccc(S(=O)(=O)N2CCC(n3cnc4cc(C(F)(F)F)ccc43)CC2)cc1 do in these assays?
rTrxR1 inhibitor: -8%; Pin1 inh: 0%; TRHR enhancer: 1; TrxR1 substrate: -7%; USP1 inh: -13%; TRHR agonist: 0.9; mIDH1 inhibitor: 3%

Results for COc1ccc(NC(=O)C2C(=O)N(CCO)C3(C)CC2c2ccccc2O3)cc1 (stereo unspecified) ?
D2 antag: -6; rTrxR1 inhibitor: -6%; Pin1 inh: -3%; D2 agonist: 1.8; TRHR enhancer: -10; TrxR1 substrate: -4%; USP1 inh: -8%; TRHR agonist: -0.2; mIDH1 inhibitor: 23%

Results for CCOc1ccc(-n2cnnn2)cc1S(=O)(=O)NCc1ccccc1 ?
D2 antag: -7; rTrxR1 inhibitor: -6%[57.1 µM]; Pin1 inh: 2%; D2 agonist: -0.1; TRHR enhancer: -5; TrxR1 substrate: 2%[57.1 µM]; USP1 inh: 3%; TRHR agonist: 2.1; mIDH1 inhibitor: -1%

What do the screens show for `C=C(C)C1CC=C(C)/C(=N/NC(=O)C2CC2c2ccccc2)C1` (stereo unspecified)?
D2 antag: 9; rTrxR1 inhibitor: 26%; Pin1 inh: -8%; D2 agonist: 2.7; TRHR enhancer: -4; TrxR1 substrate: -3%; USP1 inh: -6%; TRHR agonist: 0.4; mIDH1 inhibitor: -16%

Results for CCCCNCCCOc1ccc(C)cc1Br ?
D2 antag: 9; rTrxR1 inhibitor: 4%; Pin1 inh: -7%; D2 agonist: -0.3; TRHR enhancer: -2; TrxR1 substrate: 5%; USP1 inh: -3%; TRHR agonist: 1.7; mIDH1 inhibitor: 4%

Results for O=C(NC1CCCCC1)C1CCCN(S(=O)(=O)c2cccc3cccnc23)C1 (stereo unspecified) ?
D2 antag: -2; rTrxR1 inhibitor: 22%; Pin1 inh: -1%; D2 agonist: -0.8; TRHR enhancer: -2; TrxR1 substrate: 5%; USP1 inh: -14%; TRHR agonist: -0.6; mIDH1 inhibitor: 6%

How did COc1ccc2cc(CO)n(C)c2c1 do in these assays?
D2 antag: -13; rTrxR1 inhibitor: -1%; Pin1 inh: 0%; D2 agonist: 1.1; TRHR enhancer: 5; TrxR1 substrate: -2%; USP1 inh: 5%; TRHR agonist: 0.9; mIDH1 inhibitor: -4%

How did O=C(NCCO)Nc1ccc(Cl)cc1 do in these assays?
rTrxR1 inhibitor: 16%; Pin1 inh: -4%; TRHR enhancer: -1; TrxR1 substrate: 5%; USP1 inh: -13%; TRHR agonist: 0.3; mIDH1 inhibitor: 0%

How did CC12CN3CC(C)(CN(C1)C3c1ccc(Br)cc1O)C2 (stereo unspecified) do in these assays?
D2 antag: 36*; rTrxR1 inhibitor: 25%[57.1 µM]; Pin1 inh: 4%; D2 agonist: 0.7; TRHR enhancer: -4; TrxR1 substrate: 11%[57.1 µM]; USP1 inh: -6%; TRHR agonist: -0.5; mIDH1 inhibitor: 7%

From PubChem BioAssay
